# Integrin act MD: activators of alpha7 integrin expression for muscular dystrophy; alpha7betagal myoblasts, beta-gal FDG fluorescence, 48 h; Potency, µM (top dose mostly 38.3 µM), for the others: at the top dose activation, most hits filed as activators; actives 0.064% (n = 350,000); AID 624291;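 note: potency is the fitted concentration of half-maximal effect; 100% = response of the positive control SU9516; nearly all actives have a fitted effect of over 60% in size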
#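 alpha7betagal+/- myoblasts (passage 13, 250/well) treated 48 h at 37C with compounds at 1:260 dilution of DMSO stock. Lysed, then beta-galactosidase activity read as FDG fluorescence (ex 480/em 540) after 30 min, with pre-read for autofluorescence.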
# MLL CXXC-DNA inh: blocks binding of human MLL CXXC domain to DNA; Q03164; actives 0.037% (n = 290,000); Potency, µM (top dose mostly 115 µM), inactives show at the highest dose activity change, negative = inhibition, most hits filed as inhibitors; MLL-CXXC / FITC-HOXA9 DNA fluorescence polarization; active = well fitted inhibition curve with a large enough effect in the polarisation, with a control signal flat, not every such curve was filed as active; inconclusive = small, poorly fitted or top-dose-only effect, or effect the other way, or a change in a side signal; inactive = no such curve, though single readings can be large or run the other way; the % refers to the polarisation; note: potency is the fitted concentration of half-maximal effect
#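 Purified MLL-CXXC (added from a 7 uM solution) was preincubated 5 min at ambient with pinned compounds in 50 mM Tris-HCl pH 7.5, 50 mM NaCl, 1 mM DTT, 0.05% BSA. Fluorescein-labeled HOX-A9 DNA (50 nM solution) followed, 30 min, then polarization read.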
# ELG1 repair inh: ELG1-dependent DNA repair inhibition; actives 2.3% (n = 330,000); Potency, µM (titrated, usually from 46.1 µM), for the others: top-dose activity change, negative = inhibition, actives largely listed as inhibitors; HEK293T ELG1-luciferase reporter, luminescence, 16 h; DNA damage induced by 5-fluorouridine; note: potency is the fitted concentration of half-maximal effect; % is set by controls: 0 for no effect and ±100 for the full control effect; nearly all actives have a fitted effect of over 55% in size
#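 In this reporter screen, reduction of luminescence relative to DMSO vehicle indicated activity. Compounds and 5-fluorouridine were added together to 2,000 cells per well, incubated for 16 hr at 37 °C, then developed with ONE-Glo.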
# p53 reactivation: restores transcriptional activity of mutant p53 | Potency, µM (titrated, usually from 92.2 µM), inactives show at the highest dose activity change, positive = activation, most hits filed as activators | actives 0.063% (n = 320,000) | H1299 p53-A138V BP100-luciferase reporter, luminescence, 24 h | AID 504706; note: potency is the fitted concentration of half-maximal effect; % of control where 0% means no effect; nearly all actives have a fitted effect of over 45% in size
#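 p53-null H1299 cells stably carrying temperature-sensitive p53-A138V and a BP100-luciferase reporter were pinned with compounds (4-point, 1:5 series) and held 24 hrs at 37 deg C. Luminescence was read 10 min after detection reagent.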
# TSG101-PTAP inh: blocks PTAP/TSG101 interaction to inhibit HIV-1 budding; Q99816; Fluorescence polarization, FITC-PTAP peptide / Tsg101 binding; Potency, µM (highest dose often 115 µM), for inactives: top-dose activity change, negative = inhibition, most hits filed as inhibitors; 340,000 tested, under 10 active; AID 493005; active = well fitted inhibition curve with a large enough effect in the main read-out, with a control signal flat, not every such curve was filed as active; inconclusive = small, poorly fitted or top-dose-only effect, or effect the other way, or a change in a side signal; inactive = no such curve, though single readings can be large or run the other way; note: potency is the fitted concentration of half-maximal effect; % of control where 0% means no effect
# Target sequence (Q99816 whole entry, looked up): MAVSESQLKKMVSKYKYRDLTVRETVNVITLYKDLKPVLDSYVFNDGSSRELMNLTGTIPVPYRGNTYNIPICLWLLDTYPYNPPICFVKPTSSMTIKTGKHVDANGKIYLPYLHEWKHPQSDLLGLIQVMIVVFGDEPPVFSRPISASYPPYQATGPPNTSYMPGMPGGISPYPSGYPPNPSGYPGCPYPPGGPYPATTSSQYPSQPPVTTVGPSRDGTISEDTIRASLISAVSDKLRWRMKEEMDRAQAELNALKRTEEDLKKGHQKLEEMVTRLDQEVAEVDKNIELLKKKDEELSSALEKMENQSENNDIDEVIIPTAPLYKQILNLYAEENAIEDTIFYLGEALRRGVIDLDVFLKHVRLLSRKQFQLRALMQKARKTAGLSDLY
#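 Steps: Tsg101 binding domain dispensed (10 uM final), compounds pinned in DMSO, FITC-labeled PTAP-motif peptide added (50 nM final); after 20 min binding at room temperature, polarization measured.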
# TCR act: activates T cell receptor signaling | primary human leukocytes, anti-CD3, IL-2 HTRF, 48 h | Potency, µM (titrated, usually from 9.22 µM), for the others: top-dose activation of IL-2 secretion, actives largely listed as activators | 330,000 tested, under 10 active | AID 504894; note: % of control where 0% means no effect
#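 HTRF read-out of IL-2 secretion: europium cryptate donor excited at 320nm, d2 acceptor emission at 665nm. Cells were primary human leukocytes incubated 48 hr with compounds and a-CD3 beads, supplying TCR signal only.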
# BRCA1 expr act: increases BRCA1 expression; MCF7-BRCA1-FFLuc reporter, luminescence, 48 h; response scale: scaled: vehicle 0%, 10 µM genistein 100%; Potency, µM (doses to about 46.1 µM), for the others: at the highest dose activation, actives largely listed as activators; actives 1.1% (n = 380,000); AID 624202; note: potency is the fitted concentration of half-maximal effect; nearly all actives have a fitted effect of over 80% in size; some results filed as inactive show a strong effect at the top dose
#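 Luminescence from a BRCA1-driven firefly luciferase in MCF7 cells was the read-out, taken 15 min after substrate addition following 48 h compound exposure at 37 °C. Data were normalized to a 10 microM genistein control and DMSO vehicle.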
# B2AR arrestin: recruits beta-arrestin to the human beta2-adrenergic receptor; P07550; beta-arrestin recruitment to beta2AR, cell-based reporter; Potency, µM (top dose mostly 46.1 µM), inactives show at the highest dose activation, usual class: activators; actives 0.02% (n = 330,000); AID 492947;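 note: potency is the fitted concentration of half-maximal effect; 0% = DMSO controls and full agonism = EC100 isoproterenol or metaproterenol; nearly all actives have a fitted effect of over 65% in size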
# Target sequence (P07550 whole entry, looked up): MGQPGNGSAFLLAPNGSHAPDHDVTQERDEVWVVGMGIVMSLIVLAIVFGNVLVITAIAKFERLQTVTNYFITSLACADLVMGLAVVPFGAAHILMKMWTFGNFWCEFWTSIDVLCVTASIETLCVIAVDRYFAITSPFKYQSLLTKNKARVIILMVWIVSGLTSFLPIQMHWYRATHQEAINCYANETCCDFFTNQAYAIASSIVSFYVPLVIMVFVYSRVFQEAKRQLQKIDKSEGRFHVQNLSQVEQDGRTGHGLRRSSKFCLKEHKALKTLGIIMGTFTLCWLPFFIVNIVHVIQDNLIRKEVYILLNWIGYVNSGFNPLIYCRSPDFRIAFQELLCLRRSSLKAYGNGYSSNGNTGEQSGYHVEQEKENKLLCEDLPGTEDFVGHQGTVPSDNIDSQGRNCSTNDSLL
# TRPV1 ag: activates the human vanilloid receptor TRPV1 | Q8NER1 | TRPV1-expressing cells, Fluo-8 calcium influx, agonist mode | activation, % at 8.33 µM | actives 0.19% (n = 320,000) | AID 540275; in the data active = activation above about 80%; inconclusive = between about 30% and that limit; note: 0% is about no effect
#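 TRPV1-expressing cells were cultured overnight at 35.5C and loaded with Fluo-8 calcium dye for 40 to 90 min at room temperature. After a 10 s baseline, compound was added and calcium influx was read kinetically for 3 min (ex 480/em 520 nm).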
# A-T KAP1 phos: candidate therapy for ataxia-telangiectasia. […] A-T fibroblasts, KAP-1 phosphorylation AlphaLISA; neocarzinostatin DNA damage 30 min before lysis. Potency, µM (top dose mostly 57.5 µM), for the others: top-dose activation, hits mostly activators. actives 0.19% (n = 320,000); note: potency is the fitted concentration of half-maximal effect; % of control where 0% means no effect; nearly all actives have a fitted effect of over 45% in size
#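 hTERT-immortalized A-T patient fibroblasts ([…]), 500 cells/well in OPTI-MEM, 1% FBS, got compounds for 60 min, then NCS for 30 min at 37C. Lysates were then assayed for phospho-KAP-1 by AlphaLISA (anti-pKAP1 donor, anti-KAP1 acceptor beads), 6 hr at 25C.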
# * = called active by the depositor; ? = inconclusive; / = no result given; [ ] = remark or other dose. Unless noted, calls come from the whole dose curve; as a rule, active = well fitted curve in the direction sought with a large enough effect; inconclusive = small, poorly fitted or top-dose-only effect, or another doubt; inactive = no such curve, though single readings can be large; an effect the other way counts as inactive or inconclusive. No enrichment for hits; 3.8% or so of the library scored in one or more.
smiles | Integrin act MD | MLL CXXC-DNA inh | ELG1 repair inh | p53 reactivation | TSG101-PTAP inh | TCR act | BRCA1 expr act | B2AR arrestin | TRPV1 ag | A-T KAP1 phos
CC(C)C[C@H]1CN=C(Nc2ccccc2)N1CCc1cccc(F)c1 | -49%[inhibitor] | / | 4% | 3% | -3% | 0% | -77% | -0.1% | / | -4%
CCOc1ccc(NC2=CC(=O)CC(c3ccco3)C2)cc1 (stereo not given) | 13% | 0% | ? | 0% | -4% | 0% | 25% | -0.1% | 7 | 2%
CCOC(=O)c1cn(CC2CC2)c2cc(F)c(F)cc2c1=O | -36% | 8% | -5% | -2% | -5% | -1% | -1% | 0.0% | -2 | -2%
COCCN(C(C)=O)c1nnc(-c2ccccn2)s1 | 18% | -5% | ? | 5% | -3% | -4% | 95% | 0.5% | -1 | 2%
CS(=O)(=O)c1ccc(Cl)c(C(=O)NCC2CCCCC2)c1 | ? | 65%[activator] | 28% | -5% | -4% | 6% | -11% | 0.4% | 2 | 34%
Cc1ccc(S(=O)(=O)N(Cc2cccc([N+](=O)[O-])c2)C(=O)N2CCN(C)CC2)cc1 | 6% | / | 8% | 1% | 0% | -7% | 5% | -0.4% | 4 | 4%
CCCCn1c(N)c(N(CC(C)C)C(=O)c2ccc(-c3ccc(C(C)=O)cc3)o2)c(=O)[nH]c1=O | -20% | / | ? | 6% | -1% | 2% | 35% | 0.3% | 1 | 1%
CCC(CC)C(=O)Nc1nnc(S(=O)(=O)N2CCCc3ccccc32)s1 | 6% | 1% | -4% | / | 5% | 4% | 0% | -0.9% | 0 | 1%
Cc1cc2nc(/C(C#N)=C\c3ccc(-c4ccccc4C(=O)O)o3)[nH]c2cc1C | -22% | ? | 6% | / | ? | -4% | 17% | -1.1% | 27 | 2%
O=C(NCCN1CCOCC1)c1ccc(CS(=O)(=O)c2ccc(Br)cc2)o1 | 18% | / | / | / | -2% | -3% | 8% | / | / | /
O=C(O)C#Cc1cccc2ccccc12 | -9% | 2% | 5% | -1% | -6% | -15% | -6% | 0.1% | -3 | 49%
O=S1(=O)NC(=NCc2ccco2)c2ccccc21 | 4% | 16% | 0% | 6% | -8% | 3% | -1% | 0.1% | 1 | -5%
O=C1N=C(c2ccccc2)C(c2ccccc2)N1 (stereo not given) | 12% | 80%[activator] | 10% | -12% | -5% | -2% | -2% | -0.9% | 0 | 3%
O=C(Nc1cccc(C(F)(F)F)c1)OCc1ccncc1 | 1% | / | / | / | -12% | 2% | 0% | / | / | /
CCC(=O)NNc1nc2c(C)cccc2s1 | 18% | 9% | 19% | 4% | -3% | -10% | -15% | 0.0% | 0 | -2%
Cc1ccc(-n2ccc(=O)c(C(=O)Nc3ccc(S(=O)(=O)Nc4nccs4)cc3)n2)cc1 | 24% | 13% | 26% | 6% | -1% | -2% | 1% | 0.5% | 0 | 5%
CC1CCCCN1CCCNC(=O)CCCN1C(=O)c2cccnc2Sc2ccccc21 (stereo not given) | 3% | -8% | 15% | 8% | -3% | -2% | -8% | 0.4% | -1 | 4%
NC(=O)c1c(NC(=O)c2c(F)cccc2F)sc2c1CCN(Cc1ccccc1)C2 | 13% | / | ? | 10% | ? | 3% | -8% | 0.4% | 20 | 15%
COc1cc(NC(=O)c2ccc(S(=O)(=O)N(C)C)cc2)cc(OC)c1OC | 17% | 15% | 0% | -10% | -2% | -2% | -24% | -0.2% | -1 | 2%
CCC(=O)N(C)CCc1cc2c(c(OC)c1/C=N/NC(=O)[C@H]1C[C@@H]1c1ccccc1)OCO2 | -8% | 14% | ? | 1% | -7% | 3% | -45% | 5.5% | 3 | 0%
O=C(/C=C/c1ccc(Br)o1)Nc1nnc(C2CC2)s1 | / | 10% | ? | 7% | / | / | / | 2.8% | / | 1%
O=C(c1cc(-c2ccncc2)nc2ccccc12)N1CCN(S(=O)(=O)/C=C/c2ccccc2)CC1 | -22% | -8% | ? | 1% | 0% | -5% | -40% | -0.3% | -3 | 2%
Cc1ccc(S(=O)(=O)N(C)Cc2nc(-c3ccccn3)no2)cc1 | 22% | 4% | 0% | 21% | 0% | -6% | 20% | -0.5% | 2 | 10%
O=C(Nc1cccc(Cl)c1)c1csc(-c2ccccc2)n1 | 30% | -3% | -11% | 12% | -4% | 7% | -29% | -0.4% | -7 | 32µM*
COc1ccc(N(CC(=O)N2c3ccccc3CC2C)S(=O)(=O)c2c(C)nn(C)c2C)cc1 (stereo not given) | 7% | 6% | -15% | -8% | -10% | -4% | -21% | 0.0% | / | 15%
CCCCOc1ccc(NC(=O)c2cc(F)c(F)cc2Cl)cc1 | 14% | 7% | ? | 8% | -1% | -3%[46.1 µM] | 52% | -1.9% | 13 | 13%
O=S(=O)(c1ccccc1)N1CCN(S(=O)(=O)c2ccccc2)C1 | 4% | 2% | 1% | -11% | 0% | 2% | -1% | -0.9% | -3 | 3%
CS/C(=C\[N+](=O)[O-])Nc1ccc(Cl)cc1 | -9% | -6% | -7% | -4% | 0% | -19% | -67% | -0.7% | 6 | 0%
CC(=O)OC1COC(OC2C(O)C(C)OC(OC3C(OC4CCC5(C)C(CCC6(C)C5CC=C5C7CC(C)(C)CCC7(C(=O)O)CCC56C)C4(C)CO)OCC(O)C3O)C2O)C(O)C1OC(C)=O (stereo not given) | / | 4% | -23% | -12% | / | / | / | -0.4% | 22 | 0%
COc1ccc(C2OC(=O)c3ccccc3S2)cc1 (stereo not given) | 2% | -5% | -2% | 4% | -4% | -2% | 8% | 0.2% | 13 | -6%
Cc1cc(-c2nc3ncccc3o2)ccc1NC(=O)CC(C)C | 14% | 6% | ? | ? | -7% | 4%[46.1 µM] | 89% | 0.2% | 1 | 3%
O=C(CSc1nnc(-c2cccnc2)o1)OC1CCCCC1 | 8% | -2% | 1% | 4% | -4% | 2% | 5% | 0.3% | 6 | 7%
O=C(O)c1cc2ccc3cccc4ccc(c1)c2c34 | -20% | 23% | 13% | 10% | -8% | -83% | 67% | -1.0% | -2 | -16%
CCOc1cc(S(=O)(=O)NC2CCCCCC2)ccc1F | 10% | -3% | / | ? | -8% | -1% | -7% | -0.3% | 18 | /
O=C(CCCC(=O)NCC1CCCO1)NCC1CCCO1 (stereo not given) | -15% | 1% | -1% | -1% | -5% | 4% | -19% | 0.1% | -4 | -1%
COc1ccc(Cl)cc1NC(=O)CN(C)CC(=O)Nc1ccc(S(N)(=O)=O)cc1 | -1% | 9% | -16% | -7% | -5% | 0% | -15% | -0.4% | 4 | 6%
COc1ccc(/C=N/NC(=O)CN(CCc2ccccc2)S(=O)(=O)c2ccc(NC(C)=O)cc2)cc1OC | -34% | 7% | ? | -7% | -1% | -1% | -15% | 3.9% | -1 | -4%
Cc1ccc(NC(=O)NC(=S)NC(=O)c2ccccc2)cc1 | -7% | 0% | 14% | 21% | -1% | -4%[46.1 µM] | 44% | -0.5% | -6 | -3%
CCN(C(=O)CSc1nnc(-c2ccccc2OC)n1N)c1c(N)n(Cc2ccccc2)c(=O)[nH]c1=O | -17% | / | / | / | 3% | 1% | 7% | / | / | /
CCC(CC)C(=O)c1c[nH]c(C(=O)NCc2ccccc2OC)c1 | 4% | 5% | -19% | -8% | -4% | -4% | -2% | -0.6% | 0 | -10%
CC(=O)C1(C)CCC2C3C=C(C)C4=CC(=O)CCC4(C)C3CCC21C (stereo not given) | -4% | / | / | / | -2% | -315% | -68% | / | / | /
CCCn1c(N)c(N(CCOC)C(=O)c2ccc(N(C)S(=O)(=O)c3ccc(C)cc3)cc2)c(=O)[nH]c1=O | 10% | / | ? | -4% | -5% | 0% | 20% | 0.3% | 3 | /
O=C1CC(=O)C(n2cncn2)C(c2ccc(Cl)cc2Cl)C1 (stereo not given) | -3% | -2% | 15% | -1% | -11% | 0% | 2% | -0.3% | 3 | -5%
COC(=O)C1=NN(C(C)=O)C2(CC(=O)N(c3cc(C)cc(C)c3)C2=O)C1 (stereo not given) | 19% | 6% | 5% | 6% | 1% | -3%[46.1 µM] | -10% | 3.0% | 0 | 4%
NC(=O)c1ccc2c(=O)n3c(-c4cc(Cl)c(N)c(Cl)c4)csc3nc2c1 | 0% | -17% | 10µM* | -4% | 0% | 4% | -35% | -0.1% | -3 | 9%
CC(=O)c1ccc(N=Nc2ccc(N)cc2)cc1 | 44% | -7% | ? | -6% | -8% | 2% | -35% | -0.3% | -5 | -10%
CCN1CN(Cc2ccco2)CNC1=S | 8% | -5% | 16% | -11% | 1% | -5%[46.1 µM] | 0% | -0.3% | -5 | 0%
Cc1ccc(/C=C2\SC(=S)N(c3cccnc3)C2=O)cc1 | -5% | ? | 8% | 1% | -2% | 3% | -23% | -0.1% | 10 | 16%
O=C(Nc1ccc(F)c(F)c1)c1ccccc1-c1ccccc1 | 4% | 2% | 10% | 6% | -5% | 1%[46.1 µM] | -16% | -0.2% | 0 | -4%
